GRK2 inh: compounds blocking aptamer binding on GRK2 – biochemical, human GRK2, bead flow cytometry, HTS, primary screen; AID 488847, 2010; inhibition of aptamer binding, % at 10 µM; hit rate 0.59% among 330,000; FAM-aptamer displacement from GRK2; Beta-adrenergic receptor kinase 1 (Homo sapiens), P25098;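 active = inhibition of aptamer binding above 40%, roughly 3 SD of noise, on plates passing a quality check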;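 note: median bead fluorescence of bound FAM aptamer so fluorescent compounds give negative values; no value below 0 was filed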
LAP4-GFP MLPCN: modulators of LAP4-GFP expression in yeast, primary screen, S. cerevisiae, multiplex flow cytometry, MLPCN library; 3 h; median GFP as percent of DMSO wells; GFP response vs DMSO, % at 10 µM; AID 2023, 2009; hit rate 0.34% among 320,000;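 active = GFP response vs DMSO above a set limit, about the screen mean plus 3 SD, cut at about 150% in these data; inconclusive = under 70 cell events counted for the yeast strain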
CIT2 TOR yeast: modulators of CIT2-GFP expression in yeast, primary screen, S. cerevisiae, GFP fusion, multiplex flow cytometry, MLPCN library; S. cerevisiae CIT2-GFP strain, 3 h; 100 means same as DMSO wells; hit rate 0.065% among 320,000; GFP response vs DMSO, % at 10 µM;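 active = GFP response relative to DMSO above a set limit, near the screen mean plus 3 SD, cut at about 150% in these data; inconclusive = Fewer than 70 cells measured for a yeast strain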;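 note: ratio of well median GFP fluorescence to mean of DMSO wells on the plate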
RPL19A TOR yeast: RPL19A-GFP expression modulators in yeast, primary screen, cell-based, S. cerevisiae, multiplex flow cytometry, MLPCN. percent response vs DMSO, % at 10 µM. S. cerevisiae RPL19A-GFP strain, 3 h; hits give low values. hit rate 0.3% among 330,000. AID 2025, 2009;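 active = percent response vs DMSO below 50%; inconclusive = fewer than 70 events counted for the yeast strain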;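 note: median channel GFP fluorescence of the barcoded RPL19A-GFP strain; ratio of sample median GFP to plate DMSO average so 100% = DMSO; lower means less RPL19A-GFP as with rapamycin TOR inhibition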
AGP1 TOR yeast: modulators of AGP1-GFP expression in yeast TOR pathway, primary screen, cell-based, multiplex flow cytometry, S. cerevisiae, MLPCN library; 3 h; GFP as percent of DMSO wells; GFP response vs DMSO, % at 10 µM; hit rate 0.02% among 320,000;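 active = GFP response relative to DMSO above a set limit, near screen average plus 3 SD, cut at about 150% in these data; inconclusive = fewer than 70 cells counted for the yeast strain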;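 note: median GFP channel fluorescence of the gated AGP1 strain per well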
MEP2-GFP yeast: modulators of MEP2-GFP levels in yeast, primary screen, S. cerevisiae, multiplex flow cytometry, MLPCN library; S. cerevisiae MEP2-GFP strain, 3 h; 100% = DMSO control level; GFP response vs DMSO, % at 10 µM; hit rate 0.51% among 330,000;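 active = GFP response versus DMSO above a set limit, roughly screen mean plus 3 SD, cut at about 180% in these data; inconclusive = fewer than 70 cells counted for a yeast strain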;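 note: median GFP fluorescence of the barcode-gated MEP2-GFP cells per well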
Yeast superoxide: reduction of superoxide in aged yeast, primary screen, HTS; hit rate 0.18% among 330,000; superoxide response (% of plate mean), % at 10 µM; AID 2690, 2010; S. cerevisiae aged cells, superoxide DHE fluorescence; hits give low values;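 active = superoxide response under a set limit, about three screen SD below normal, cut at about 65% in these data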;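 note: yeast aged for seven days with compound at 30 °C before DHE staining; 100% = average MFI of all compound-treated wells on the plate with controls excluded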
VLA-4 inh: inhibition in human VLA-4 binding assay, primary screen, VLA-4 allosteric modulator project, MLPCN library, flow cytometry, VLA-4 expressing cells. ligand binding flow cytometry. Integrin alpha-4 (Homo sapiens), P13612. inhibition, % (about 7 µM as worked out from the volumes in the protocol). AID 2557, 2010. hit rate 0.2% among 330,000; in the data active = inhibition above about 50%
Target sequence (P13612 whole entry, looked up): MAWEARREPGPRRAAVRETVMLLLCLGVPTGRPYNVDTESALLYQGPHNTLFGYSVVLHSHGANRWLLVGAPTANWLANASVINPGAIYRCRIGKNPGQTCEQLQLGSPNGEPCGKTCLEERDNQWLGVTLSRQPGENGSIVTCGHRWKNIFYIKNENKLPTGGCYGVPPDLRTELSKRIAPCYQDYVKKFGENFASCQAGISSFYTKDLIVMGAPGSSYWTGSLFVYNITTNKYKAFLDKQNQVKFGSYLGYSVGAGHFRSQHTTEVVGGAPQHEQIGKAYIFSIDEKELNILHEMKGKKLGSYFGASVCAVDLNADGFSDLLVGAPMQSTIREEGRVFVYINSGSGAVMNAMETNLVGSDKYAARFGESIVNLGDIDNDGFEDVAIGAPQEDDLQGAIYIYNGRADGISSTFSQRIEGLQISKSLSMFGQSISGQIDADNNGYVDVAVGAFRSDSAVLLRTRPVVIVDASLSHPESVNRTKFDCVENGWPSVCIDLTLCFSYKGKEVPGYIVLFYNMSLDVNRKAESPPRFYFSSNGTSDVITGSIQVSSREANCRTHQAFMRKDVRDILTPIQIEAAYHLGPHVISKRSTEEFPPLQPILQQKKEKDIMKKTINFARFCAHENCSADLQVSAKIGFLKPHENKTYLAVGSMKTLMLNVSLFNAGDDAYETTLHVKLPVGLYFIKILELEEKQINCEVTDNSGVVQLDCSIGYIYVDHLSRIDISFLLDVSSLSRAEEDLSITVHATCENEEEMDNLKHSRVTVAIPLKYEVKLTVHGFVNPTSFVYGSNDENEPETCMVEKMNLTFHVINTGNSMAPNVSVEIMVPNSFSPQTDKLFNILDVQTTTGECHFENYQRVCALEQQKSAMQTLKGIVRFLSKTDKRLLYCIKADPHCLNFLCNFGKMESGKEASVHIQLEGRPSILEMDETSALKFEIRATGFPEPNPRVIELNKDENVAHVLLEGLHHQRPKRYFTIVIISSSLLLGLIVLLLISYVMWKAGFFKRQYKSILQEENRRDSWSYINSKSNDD
Active calls of the source: *; ? = inconclusive; · = not tested or not shown; [ ] = dose if it differs, or a comment.

SMILES	GRK2 inh	LAP4-GFP MLPCN	CIT2 TOR yeast	RPL19A TOR yeast	AGP1 TOR yeast	MEP2-GFP yeast	Yeast superoxide	VLA-4 inh
COc1ccc(C2=NN(CN3C(=O)C(=O)c4ccccc43)C(c3ccc(OC)cc3)C2)cc1 (stereo not drawn)	0	101	98	98	92	100	106	10
CC1(C)CC(=O)C(C=Nc2ccc(O)c(N=CC3=C(O)CC(C)(C)CC3=O)c2)=C(O)C1	0	97	108	103	100	114	98	-6
COc1cc(CN2CCC(C(=O)N3CCN(c4ccccc4F)CC3)CC2)ccc1O	0	92	103	97	99	99	89	-4
CCCCN1C(=O)C(=O)N(CC(=O)Nc2ccccc2C(C)=O)C1=O	0	87	82	93	81	90	74	1
CCCCSc1nc2c(cc1C#N)CCC2	0	90	111	104	104	103	85	3
CCOC(=O)C1CCCN(S(=O)(=O)c2ccc(OC)cc2)C1 (stereo not drawn)	4	105	94	99	96	101	132	0
CCCC1OC23CCCCC2C(C#N)(C(=N)O3)C1(C#N)C#N (stereo not drawn)	0	107	103	103	107	112	88	-3
COc1ccc(OC)c(NC(=O)COc2ccc3c(c2)CCC3)c1	0	91	95	97	99	98	136	16
N/C(CCN1CCOCC1)=N/O	3	104	103	104	109	112	103	7
CCCSc1nc(NCc2ccco2)c2c3c(sc2n1)COC(C)(CC)C3 (stereo not drawn)	0	99	101	100	110	112	95	15
O=C1CCCC2=C1C(c1ccsc1)CC(=O)N2c1ccccc1F (stereo not drawn)	0	101	111	101	103	105	92	0
Cc1cc2cc(CNS(=O)(=O)c3ccc4ccccc4c3)ccc2n1C	4	105	101	104	96	99	114	-12
COCCNC(=O)c1onc(CCl)c1C(=O)OC	0	110	113	106	96	92	99	20
CC(C)(C)OC(=O)N1CCC(C(=O)N[C@@H](Cc2ccccc2)C(=O)O)(c2ccccc2)CC1	0	95	93	99	96	100	111	17
CC(=O)Nc1ccc(NC(=O)COC(=O)c2cc(S(=O)(=O)N3CCCC3)ccc2O)cc1	0	98	104	102	99	100	62*	3
Cc1ccccc1N1CC(C(=O)N2CCc3ccccc32)CC1=O (stereo not drawn)	0	110	101	102	106	105	104	6
Cc1c(CCOC(=O)CC23CC4CC(CC(C4)C2)C3)sc[n+]1Cc1ccccc1	0	·	101	108	110	105	97	4
O=C(CSc1nnc(-c2cccc(Cl)c2)o1)Nc1ccc2c(c1)OCCO2	0	92	94	97	97	98	91	11
CCn1ccnc1CNC(=O)C1CCC(=O)N(Cc2ccccc2F)C1 (stereo not drawn)	3	81	·	103	98	100	107	9
O=C(CS(=O)(=O)c1ccccc1)NCc1ccccc1	4	99	107	108	101	106	101	10
CCOc1ccccc1/C=C(\C#N)C(=O)Nc1cccc(C(=O)O)c1	0	114	81	99	94	97	114	4
Cc1ccc(-c2nc3cccnc3o2)cc1NC(=O)COc1ccc(C(C)(C)C)cc1	2	113	103	98	96	107	101	6
CCOC(=O)N1CCN(C(=O)/C(=C/c2cccc3ccccc23)NC(=O)c2ccc(OC)cc2)CC1	0	99	100	100	100	101	91	10
CCc1nc2sc3c(c2c(=O)o1)CCCC3	2	101	106	105	95	106	124	8
CN(C(=O)c1cccnc1)c1nnc(-c2ccccn2)s1	1	89	90	95	100	94	103	11
CC(=O)CCc1oc2ccccc2c1-c1ccccc1	1	109	99	101	99	97	86	1
NC(=O)C1CCCN(CC(=O)Nc2cc(S(=O)(=O)N3CCOCC3)ccc2N2CCCC2)C1 (stereo not drawn)	1	107	85	95	94	93	113	1
Nc1c(C(=O)Nc2ccc3c(c2)OCCO3)nnn1Cc1ccc(Cl)cc1	0	103	109	98	103	92	105	4
Nc1ccc(-n2cnc3cc([N+](=O)[O-])ccc32)cc1	1	103	102	95	99	102	94	-1
COc1ccc(OCCC(=O)OCC(=O)NC2CCCCC2)cc1	0	89	111	98	98	90	96	-3
COc1cc(-c2noc(C)c2C(=O)NCCc2cccs2)cc(OC)c1OC	0	99	91	99	99	100	101	11
Clc1cccc(Nc2ncnc3ccc(Br)cc23)c1	0	123	84	95	79	97	94	16
O=C(CNC(=O)c1ccco1)N/N=C/c1cc(Br)ccc1O	2	97	104	105	103	101	101	-7
CCN(CC)C(=O)CN1CCN(Cc2ccc3c(c2)OCO3)CC1	14	95	104	105	100	111	89	-4
Cn1c(=O)n(CC(N)=O)c(=O)c2c1nc1n2CCCN1Cc1ccccc1	0	101	110	110	109	113	96	-1
O=C(Cn1cc2c(n1)CCCC2)N1CCCC1	2	112	102	101	110	103	99	0
COc1ccccc1/C=N/NC(=O)c1cc2c(OC)c(OC)ccc2[nH]1	1	106	90	105	98	105	95	20
CC1CN(C(=O)/C(C#N)=C2\N=C(NC(=O)c3ccc(F)cc3)c3ccccc32)CC(C)O1 (stereo not drawn)	2	101	100	97	102	96	86	6
CCCC1c2ccsc2CCN1C(=S)NC (stereo not drawn)	0	107	102	100	100	103	98	-9
COc1ccc(C/C(C)=N/NC(=S)Nc2ccc(Cl)cc2)cc1	1	124	92	100	102	91	87	10
CCCC1(c2ccccc2)NC(=O)N(CC(=O)Nc2ccccc2C(F)(F)F)C1=O (stereo not drawn)	3	92	104	108	98	108	97	3
CCS(=O)(=O)N1CCC(c2nc3ccccc3[nH]2)CC1	4	110	89	95	102	109	86	1
Cc1ccc(-n2cnc3scc(-c4cccs4)c3c2=O)cc1	3	93	91	98	96	96	91	6
CCOCc1nnc(NC(=O)c2cc(OC)c(OC)c(OC)c2)s1	2	101	103	104	100	110	95	13
O=C(Cn1cnc([N+](=O)[O-])n1)N/N=C/c1cccc(Cl)c1	1	101	97	102	101	95	114	8
Oc1ccc(Br)cc1C=Nc1cccn2cc(-c3ccccc3)nc12	8	87	86	89	·	95	101	1
COc1ccc(CNC(=O)c2cc3cccc(O)c3oc2=N)cc1	1	94	93	94	94	88	107	1
CC(C)n1cnc2c(oc3ccccc32)c1=O	0	81[may fluoresce red]	80[may fluoresce red]	?	83[may fluoresce red]	102[may fluoresce red]	96	2
Cc1cc(C)c2c3c(sc2n1)C(=O)N(C)CC(=O)N3	2	91	99	93	92	90	95	9
Cc1cccc(OCCOC(=O)C2CCN(S(=O)(=O)c3cccs3)CC2)c1	0	97	99	99	99	99	103	-3
O=S(=O)(c1ccccc1)N1CCN(Cc2cc3c(cc2Br)OCCO3)CC1	0	88	89	91	91	94	107	6
COc1cccc(CN2CCNC(=O)C2CC(=O)N(C)CC2CCOCC2)c1OC (stereo not drawn)	2	112	96	102	105	111	128	23
Cc1ccc(CS(=O)(=O)Cc2ccc(C(=O)NC3CCCCCC3)o2)cc1	4	104	100	101	109	107	113	4
O=C(CCC1CCCN(C(=O)c2ccccc2Cl)C1)N1CCN(c2ccccn2)CC1 (stereo not drawn)	1	92	100	97	99	90	98	3
COc1cccc(NC(=O)CN(C)C(=O)c2cccc(S(=O)(=O)Nc3ccccc3OC)c2)c1	1	110	93	100	104	97	108	12
COc1cccc(C2CC(c3cccs3)Nc3ncnn32)c1 (stereo not drawn)	0	89	94	89	92	97	94	2
O=C(NCc1ccco1)C1CCN(C(=O)Cc2ccccc2)CC1	3	94	93	91	93	94	92	-1
C/C(=N\NC(=O)c1ccco1)c1ccc(NC(=O)c2cccs2)cc1	5	103	97	102	101	108	97	-15
O=C(Nc1ccc(Cl)cc1)N1CCN(c2ccccc2)CC1	2	133	85	99	91	102	103	-3
N#Cc1ccccc1NC(=O)c1ccc2c(c1)OCCO2	0	95	104	101	105	101	96	16
Additional structures
SMILES	GRK2 inh	LAP4-GFP MLPCN	CIT2 TOR yeast	RPL19A TOR yeast	AGP1 TOR yeast	MEP2-GFP yeast	Yeast superoxide	VLA-4 inh
COc1ccc2c(c1)cc1c(=O)n(CC(=O)NCCCN3CCOCC3)nc(C)n12	0	88	101	100	104	98	83	6
O=C(NNC(=O)c1ccccc1C(F)(F)F)c1csc(N2CCOCC2)n1	0	92	100	96	97	91	100	15
Cc1ccc(S(=O)(=O)c2ccc(C)cc2)cc1	0	120	87	98	99	100	75	-6
Cc1cccn2c(=O)c(/C=C(\C#N)C(N)=O)c(N3CCN(c4ccccc4)CC3)nc12	2	103	92	101	92	105	94	18
CCNc1nnc(-c2ccncc2)s1	4	86	·	105	109	101	93	-5
Cc1ccc(CCC(=O)Nc2ccccc2F)s1	0	101	86	97	101	98	105	-1
CCOc1cc(C(=S)N2CCOCC2)ccc1O	0	106	95	100	105	101	112	5
CCN(CC(=O)Nc1c(F)cccc1F)C(=O)Cc1ccc2c(c1)OCCO2	1	101	88	100	100	103	85	-6
CCOc1ccc2c(c1)C(c1cccs1)=NNC(c1cccnc1)=N2	0	93	104	106	99	104	120	19
CCOc1ccc(-c2nnn(CC(=O)NCc3ccc(OC)cc3)n2)cc1OCC	0	89	·	94	90	91	100	3
COC(=O)c1c(NC(=O)CN2CCC3(O)CCCCC3C2c2ccc(OC)cc2OC)sc(C)c1C (stereo not drawn)	2	97	90	99	97	89	94	3
Cc1cccc(NC(=O)CC2NCCNC2=O)c1 (stereo not drawn)	0	101	94	97	96	100	107	3
O=C(CSc1nnc(CNC(=O)c2cccs2)o1)Nc1ccccc1C(F)(F)F	3	89	96	97	98	93	115	0
CCC1(CC)NC(=O)N(CC(=O)OCC(=O)Nc2ccc(OC(F)(F)F)cc2)C1=O	0	89	98	97	96	92	103	-12
O=C(CSc1nnc2ccccn12)NCc1cccs1	0	95	99	97	95	97	83	9
CC(C)c1nc(SCC(=O)Nc2nccs2)c2ccccc2n1	3	82	91	92	87	100	109	2
O=C(CCn1cnc(-c2ccccc2)c1-c1ccccc1)N/N=C/c1ccccc1O	2	94	104	104	106	107	94	-1
Cc1ccc(S(=O)(=O)N2CCCC(C(=O)NCCc3ccccc3)C2)cc1 (stereo not drawn)	0	89	97	100	88	97	103	3
Cc1cc(O)c(C(C)C)cc1N=Cc1ccccc1O	0	102	110	102	102	99	99	-21
O=C(O)CC(Cc1ccc(Cl)cc1)C(=O)Nc1ccccc1 (stereo not drawn)	0	89	99	101	92	102	100	16

Ordered by value in MEP2-GFP yeast (largest number first): some entries from above
SMILES,GRK2 inh,LAP4-GFP MLPCN,CIT2 TOR yeast,RPL19A TOR yeast,AGP1 TOR yeast,MEP2-GFP yeast,VLA-4 inh
O=C(O)CC(Cc1ccc(Cl)cc1)C(=O)Nc1ccccc1 (stereo not drawn),0,89,99,101,92,102,16
CCNc1nnc(-c2ccncc2)s1,4,86,·,105,109,101,-5
Cc1ccc(S(=O)(=O)c2ccc(C)cc2)cc1,0,120,87,98,99,100,-6

Carrying on:
SMILES	GRK2 inh	LAP4-GFP MLPCN	CIT2 TOR yeast	RPL19A TOR yeast	AGP1 TOR yeast	MEP2-GFP yeast	Yeast superoxide	VLA-4 inh
Cc1ccc(S(=O)(=O)Nc2ccc3ccccc3n2)cc1	0	112	84	94	99	86	100	4
Clc1nc(NC2CCCC2)nc(N2CCOCC2)n1	1	95	104	105	104	104	104	-3
COc1ccccc1/C=C(/C(=O)OCC(=O)NCc1ccccc1)c1ccccc1	0	89	88	94	88	89	89	-2
N/C(=N\OC(=O)CCCOc1ccccc1)c1ccc([N+](=O)[O-])cc1	0	102	93	97	93	98	97	8

Screening data from PubChem BioAssay.
